# Growth percent in the NCI-60 one-dose screen (48 h, 10 µM unless noted): 100 = growth as untreated, 0 = no growth, -100 = all killed.
# HL-60(TB): HL-60(TB) leukemia cells; actives 9% (n = 78,000); AID 1794776; active = growth percent below 10
# * marks the source's active call; other numbers are inactive results; & = joins results of further samples; [ ] = another dose, or the depositor's remark. Not all compounds are listed. The share of hits here may be higher or lower than overall.
SMILES,HL-60(TB)
O=c1[nH]c2ccccc2cc1-c1nnc(-c2ccc(Cl)cc2)o1,94
CCOC(=O)c1ccc(Nc2nnc(CSc3nc(C)cc(C)n3)s2)cc1,72
O=C(C(=Cn1c(=O)cc[nH]c1=S)C(=O)c1ccccc1)c1ccccc1,101
Cc1ccccc1N1C(=O)CSC1=S,61
CN1CCN(c2nc3ccccc3c3c2C2CCCN(C2)C3=O)CC1 (stereo unspecified),104
COc1cccc(CNc2c3ccccc3nc3ccccc23)c1,41
CNC1(C#N)CCN(Cc2ccccc2)CC1,168
COC(=O)c1cc(N)cc(C(=O)OC)c1,90
O=C(C1=Cc2cccn2Cc2cnnn21)c1ccc(O)cc1,103
O=C(O)CCCCCCCCCCSCc1ccccc1,96
COc1cccc(-c2cc(C(=O)Nc3ccc(/C=C/c4ccc(OC5CCN(C)CC5)cc4)cc3)ccc2OC)c1,10.0*
COc1cc(OC)c(NC(=O)CC2SC(N)=NC2=O)cc1Cl (stereo unspecified),108
Cc1ccc(-c2nc3nc(-c4ccccc4)nc(N4CCCN(S(=O)(=O)c5ccccc5)CC4)c3o2)cc1,107
CC(=O)NS(=O)(=O)c1c([N+](=O)[O-])ncn1C,85
O=C1C=CC(=O)N1c1nccs1,91
Cc1ccccc1NCCO,130
COc1cc(Cl)c(C=O)cc1OC,97
Oc1ccccc1C=Nc1ccccc1O,99
CCOC(=O)C(C(=O)OCC)C(=O)c1cccc2ccc3ccccc3c12,113
Nc1nc(Cl)nc2c1ncn2C1CCC(CO)O1 (stereo unspecified),100

# Ordered by molar mass (ascending): 19 of the compounds above
SMILES,HL-60(TB)
Cc1ccccc1NCCO,130
O=C1C=CC(=O)N1c1nccs1,91
COc1cc(Cl)c(C=O)cc1OC,97
COC(=O)c1cc(N)cc(C(=O)OC)c1,90
Oc1ccccc1C=Nc1ccccc1O,99
Cc1ccccc1N1C(=O)CSC1=S,61
CNC1(C#N)CCN(Cc2ccccc2)CC1,168
Nc1nc(Cl)nc2c1ncn2C1CCC(CO)O1 (stereo unspecified),100
O=C(C1=Cc2cccn2Cc2cnnn21)c1ccc(O)cc1,103
O=C(O)CCCCCCCCCCSCc1ccccc1,96
COc1cccc(CNc2c3ccccc3nc3ccccc23)c1,41
O=c1[nH]c2ccccc2cc1-c1nnc(-c2ccc(Cl)cc2)o1,94
CN1CCN(c2nc3ccccc3c3c2C2CCCN(C2)C3=O)CC1 (stereo unspecified),104
COc1cc(OC)c(NC(=O)CC2SC(N)=NC2=O)cc1Cl (stereo unspecified),108
O=C(C(=Cn1c(=O)cc[nH]c1=S)C(=O)c1ccccc1)c1ccccc1,101
CCOC(=O)C(C(=O)OCC)C(=O)c1cccc2ccc3ccccc3c12,113
CCOC(=O)c1ccc(Nc2nnc(CSc3nc(C)cc(C)n3)s2)cc1,72
Cc1ccc(-c2nc3nc(-c4ccccc4)nc(N4CCCN(S(=O)(=O)c5ccccc5)CC4)c3o2)cc1,107
COc1cccc(-c2cc(C(=O)Nc3ccc(/C=C/c4ccc(OC5CCN(C)CC5)cc4)cc3)ccc2OC)c1,10.0*

# Further compounds follow.
SMILES,HL-60(TB)
CCN1C(=O)N(CC)C2Nn3c(s/c(=C\C(=O)O)c3=O)=NC21 (stereo unspecified),108
CCN(CC)CCNc1cccc(Cl)c1,90
Nc1nn2c(C=O)c(-c3ccccc3)nc2s1,106
COc1c(OC(C)=O)cc2c(c1OC(C)=O)C1O[C@H](COC(C)=O)[C@@H](OC(C)=O)[C@H](OC(C)=O)[C@H]1OC2=O (stereo partly specified),98
CNC(=S)N/N=C/c1cnccn1,99
COc1ccc(C(=O)/C=C/c2cccc([N+](=O)[O-])c2)c(OC)c1,-10*
NC(=S)N/N=C1/Cc2cccc3cccc1c23,82
CCOC(=O)/C=C1/S/C(=N\N=C\c2ccc(C(F)(F)F)cc2)N(c2ccccc2)C1=O,94
Clc1ccc2[nH]cc(-c3cncn3CCc3ccccc3)c2c1,45
CCOC(=O)c1sc(/N=C2\NC(=O)/C(=C/c3ccc(N4CCN(C)CC4)cc3)S2)nc1C,100
c1ccc(CCn2nnc3c(Nc4ccc(N5CCCCC5)cc4)ncnc32)cc1,78
COc1cc2c(c(OC)c1OC)C1c3ccccc3NC(=O)N1CC2 (stereo unspecified),104
CCOC(=O)c1nocc1CCCOc1ccc(C(=O)NCc2ccccc2Cl)cc1C,107
C[C@@H](O)[C@H]1C(=O)N2C(C(=O)O)=C(SC3CN[C@H](C(=O)N(C)C)C3)[C@H](C)[C@H]12 (stereo partly specified),87
O=C1C(Br)=CC(=Nc2ccc(O)c(C(=O)O)c2)C=C1Br,108
O=S(=O)(c1ccccc1)n1cc2c(c1-c1ccccc1)CCc1sc(Nc3ccccc3)nc1-2,94
O=C(CCCC1CCCCC1)OC1CCCC1,97
Cc1ccc(O)c(C(=O)c2ccccc2)c1,73
CCOc1ccccc1CNC(=O)C1c2ccccc2C(=O)N(CC(C)C)C1c1cccs1 (stereo unspecified),104
CCN(CC)CCNC(=O)c1ccc(C(=O)NCCN(CC)CC)cc1,111
CC(C)OP(=O)(OC(C)C)C(O)C(Cl)(Cl)Cl (stereo unspecified),103
Cc1cccc(Cl)c1NC(=O)CS,99
COc1cc(OC)c(C(=O)CCN(C)C)cc1OC,102
CC12CCCC1C1CC=C3CC(O)CCC3(C)C1CC2 (stereo unspecified),61
OCc1cnccc1Nc1ccccc1,76
C=C(C)[C@@H]1CC[C@]2(C)[C@H](CC[C@@H]3[C@@H]([C@@](C)(O)CCC=C(C)C)CC[C@]32C)[C@@]1(C)CCC(=O)N[C@@H](Cc1ccccc1)C(=O)OC,102
CCN(CC)C(C)(C)COC(=O)c1ccc(N)cc1,114
C=CCOc1ccc(N=NC(C#N)C#N)cc1,0.4*
CCCCN(CCCC)c1ccc(C(=NC(C)CCCN(CC)CC)c2ccc(N(C)C)cc2)cc1 (stereo unspecified),-32*
COc1cc2nc(Cl)nc(Nc3cccc(C4=NN(C=O)C(c5ccc(Cl)cc5)C4)c3)c2cc1OC (stereo unspecified),99
O=C1Nc2cc(Cl)ccc2/C1=C\c1ccc(OCc2ccc(Br)cc2F)cc1,66
O=C(C(c1ccccc1)c1ccccc1)N1CCN(S(=O)(=O)c2ccccc2)CC1,88
CCCC/C(=C\c1ccccc1)C(=O)O,103
N#Cc1nc(-c2ccccc2)oc1N1CCC[C@@H]1CO,100
CCC(C(=O)O)N1C(=O)CSC1=S (stereo unspecified),98
COc1ccc2nc(C)cc(OCC(=O)NCc3ccccc3)c2c1,91
O=C(O)CCn1c(-c2ccc(Cl)cc2)nc(-c2ccccc2)c1-c1ccccc1,106
COc1ccc(N=Nc2c(N)nn3c(-c4ccc(Cl)cc4)ccnc23)cc1,89
CO[C@H]1C[C@@H]2CC[C@@H](C)[C@@](O)(O2)C(=O)C(=O)N2CCCC[C@H]2C(=O)O[C@H]([C@H](C)C[C@@H]2CC[C@@H](OC(=O)C(C)(CO)CO)[C@H](OC)C2)CC(=O)[C@H](C)/C=C(\C)[C@@H](O)[C@@H](OC)C(=O)[C@H](C)C[C@H](C)\C=C/C=C/C=C/1C,-12*
CCCn1c(NC(=O)c2cccc([N+](=O)[O-])c2)nc2ccccc21,85
CCOc1cccc([N+](=O)[O-])c1,118
c1ccc(CN2c3nc4ccccc4cc3Sc3cc4ccccc4nc32)cc1,103
Cn1ccnc1C(=O)/C=C/c1ccc(CNC(=O)c2ccc(F)cc2)cc1,-4.4*
COc1ccc(Nc2ccc([N+](=O)[O-])cc2[N+](=O)[O-])cc1CN(CCCl)CCCl,-18*
COC(=O)C/C=N\Nc1cc(=O)[nH]c2ccccc12,108
Cn1c(=O)c2cc(C(=O)NCCCN3CCCCCC3)sc2c2ccccc21,113
O=C(Cc1c[nH]c2ccccc12)N=Nc1c(O)n(Cc2ccccc2)c2ccccc12,103
O=[N+]([O-])c1cc(Cl)c(Cl)cc1Cl,114
OC1(C2(O)CCCC2)CCCCC1,92
CCC1=CCC[C@@]2(C)CCC[C@@]3(C)CCCC(C)(C)[C@]1([O-])[O+]32,107

# Following part.
SMILES,HL-60(TB)
COc1ccc(-c2cc(C(=O)NCc3ccccc3)nn2-c2ccc(S(C)(=O)=O)cc2)cc1OC,97
COc1ccc2c(c1)c(-c1nc(N)nnc1-c1cn(C)c3ccccc13)cn2C,72
Cn1cc(/C=C(/SS/C(=C/c2cn(C)c3cccc(C(=O)O)c23)C(=O)O)C(=O)O)c2c(C(=O)O)cccc21,99
CCn1c(Cc2ccccc2Nc2c(Cl)cccc2Cl)nnc1SCC(=O)Nc1ccc(Cl)cc1,65
C/C=C\CCC(=O)c1ccccc1,87
COc1ccc2c(c1)CCNC21C(=O)N(Cc2ccc(C)cc2)c2ccccc21 (stereo unspecified),99
ClC(Cl)c1nc2ccccc2[nH]1,84
COc1cc2c3c(c1O)-c1ccccc1[C@@H]1OC(=O)N(CC2)[C@@]31C,79
c1ccc2cc(-c3cnc4nonc4n3)ccc2c1,29
COC(=O)c1nc(=S)[nH]c(C(=O)OC)c1C(=O)c1ccc([N+](=O)[O-])cc1,100
Clc1ccccc1I,99
COC(=O)[C@@H](Cc1ccccc1)n1cc(COC(=O)c2cccc3c(=O)c4ccccc4n(Cc4cn([C@H](Cc5ccccc5)C(=O)OC)nn4)c23)nn1,109
CC(=O)Nc1ccc(N)cc1,102
CCCCCCCCCCN(CCCCCCCCCC)CC(O)c1ccc2cc(Cl)c3ccccc3c2c1 (stereo unspecified),115
CSc1nc(N)nn1S(=O)(=O)c1ccc(C)cc1,92
CC1=C(C)C(=O)C(Nc2ccc(C(=O)OC(C)(C)C)cc2)=CC1=O,73
CC1(C)OB(c2ccc(Cn3cnc4c(=S)nc[nH]c43)cc2)OC1(C)C,98[50 µM]
CN1C(=O)C(=Cc2cn(C(=O)c3c(Cl)cccc3Cl)c3ccccc23)C(=O)N(C)C1=O,91
CCCCCCNS(=O)(=O)c1ccccc1,92
O=S(=O)(Nc1ccc(Cl)c(C(F)(F)F)c1)c1ccc(-c2nnc(C3CCCCC3)o2)cc1,96
CS/C(=C\c1ccc(C(=O)c2ccc(C)cc2)n1C)S(C)=O (stereo unspecified),54[100 µM]
Fc1ccc(/C=N/Nc2ncnc3sc4c(c23)CCN(Cc2ccccc2)C4)cc1,41
Cc1ccc2nc(NC(=O)CSc3nc(N/N=C/c4ccc(Cl)cc4)c(C#N)c(-c4ccccc4)n3)sc2c1,90
C[C@@H]1N=C(c2ccc(N(C)C)cc2)Nc2nc3ccccn3c2C1=O,90
COc1ccc(Cn2nc3c(c2-c2ccc(OC)c(OC)c2)-c2oncc2CC3)cc1,95
COc1ccc2c(c1)N(Cc1ccc(Cl)cc1)CCC2N1CCCC1=O (stereo unspecified),54
CCN(CC)CCNc1ccnc2cc(Cl)ccc12,86&91
COc1cc(/C=N/NC(=O)c2ccccc2Nc2cccc(C(F)(F)F)c2)cc(OC)c1OC,-5.6*
CC(C)(C)NC(=O)C(OC(=O)C1CCc2cc(F)ccc2O1)c1ccccc1Cl (stereo unspecified),103
CCOc1cc(/C=N/N2CCCCCC2)ccc1O,93
CC(=O)Oc1ccccc1C(=O)O,106&98&119
COc1ccc(CNC(=O)Nc2sc3c(c2C#N)CCCC3)cc1,107
CCOC(=O)C[C@@H]1C(=O)N2CC[C@@]3(C(=O)Nc4ccccc43)[C@@H]2C[C@H]1C(=O)OCC,93
COc1cc(C(=O)CBr)c(OC)cc1C,105
CN(C)C(=S)SCCC(=O)O,109
CCOC(=O)C1=C(C)NC(C)=C(C(=O)OCC)C1c1cccc(C#N)c1,86
COc1ccc(-c2nc3sc4cc(OC)ccc4n3c2-c2nc3ncc(Br)cc3[nH]2)cc1,138
CCCCCCCC(=O)Oc1ccc2c(c1)OCO2,98
O=c1[nH]cnc2c1ncn2Cc1ccc([N+](=O)[O-])cc1,96
O=C1NCCc2c1noc2-c1ccccc1,102
C#Cc1cccc(NC(=O)c2ccc(NC(=O)CCl)cc2)c1,12[8.25 µM]
CCCCc1nnc(NS(=O)(=O)c2ccc(C)cc2)s1,83
Cn1cc(-c2nnc(N)nc2-c2c[nH]c3ccc(F)cc23)c2cc(Br)ccc21,-21*
COc1cccc(C(Cc2ccccc2)NCc2ccccc2)c1O (stereo unspecified),79
O=C(O)CONC(=O)c1ccccc1,63
CCOC(=O)CN(c1sc(C)c(C)c1C(=O)OCC)S(=O)(=O)c1ccc(C)cc1,94
CCOC(=O)/C(=C\c1cccc(Br)c1)C(C)=O,101
O=c1c2ccccc2c2ccccc2c(=O)n1-c1ccc(NC(=S)Nc2ccccc2)cc1,90
O=C(COc1ccc(NC(=O)Nc2ccc(Cl)c(Cl)c2)cc1)N=Nc1c(O)[nH]c2ccccc12,40
COc1ccc(C2=C3C(=O)N(Cc4ccccc4)c4ccccc4C3c3c(C)nn(-c4ccccc4)c3N2)cc1 (stereo unspecified),100

# Part of the list above, with each value named:
CCOC(=O)CN(c1sc(C)c(C)c1C(=O)OCC)S(=O)(=O)c1ccc(C)cc1
  HL-60(TB): 94
CCOC(=O)/C(=C\c1cccc(Br)c1)C(C)=O
  HL-60(TB): 101

# Continuation:
SMILES,HL-60(TB)
C=C1N(C)c2ccccc2C1(C)C,14
COc1ccc(Nc2nc(SCC(C)C)nc(-c3ccc(F)cc3)c2C#N)cc1,38
Cc1cc(C)c(C(=O)c2ccccc2Br)c(C)c1,114
N#Cc1c(-c2ccccc2)nc2c(c(-c3ccc(Cl)cc3)nn2-c2ccccc2)c1-c1ccc(O)cc1,99
O=c1[nH]c(=S)[nH]c2nc(/C=C/c3ccccc3)c(/C=C/c3ccccc3)nc12,106
COc1ccc(C2CC(=O)Nc3c(-c4cccc(F)c4)nsc32)cc1 (stereo unspecified),87
COc1ccc(/C=C/C(=O)c2ccccc2)cc1Br,103
O=C(O)C1Cc2c([nH]c3ccccc23)C(c2ccc(Cl)cc2Cl)N1 (stereo unspecified),109
C#C[C@]1(O)CC[C@H]2[C@@H]3CC=C4c5sc(-c6ccc(O)c(O)c6)nc5CC[C@]4(C)[C@H]3CC[C@@]21C,-54*
Cc1c(NC(=O)CCl)c(=O)n(-c2ccccc2)n1C,90
S=C1CC(=S)c2cc(Cl)ccc2N1,97
Cc1nnc(Cc2ccccc2)c2n[nH]c(C)c12,99
Cc1ccc(NC(=O)c2sc3nc(-c4cccs4)ccc3c2N)cc1C,83
Cc1ccc(NC(=S)NC(=O)c2ccccc2)cc1,91
C[C@H](C#Cc1ccc(Cc2ccc(F)cc2)s1)N(O)C(N)=O,102
CCOC(=O)CSCC(=O)OCC,101
